Assay outcomes as filed in PubChem BioAssay.
rCAG RNA binder – binders of r(CAG) RNA repeats, primary screen, biochemical, fluorescence | r(CAG) RNA repeat, TO-PRO-1 dye displacement fluorescence | inhibition, % at 3 µM | 1.3% of 370,000 active | AID 651821, 2012;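 active means inhibition above the plate cutoff, the mean of all test compounds on that plate plus 3 SD, cut at about 35% in these data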;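 further: 0% = DMSO alone and 100% = 100 µM mitoxantrone as full dye displacement; higher means more dye released from RNA so lower well fluorescence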
NPR1 activator – GC-A stimulated cGMP production enhancers – HEK293 GC-A cells, cGMP TR-FRET, EC30 ANP, primary screen; Atrial natriuretic peptide receptor 1 (Homo sapiens), P16066; 0% at EC30 ANP, 100% saturating ANP; activation, % at 10 µM; 0.14% of 370,000 active; AID 1671463, 2021; in the data active means activation above about 40%
mABHD4 FP – ABHD4 inhibitors, primary screen, biochemical, fluorescence polarization, mouse; purified mABHD4, FP-Rh probe fluorescence polarization; AID 720543, 2013; inhibition, % at 8.92 µM; (Lyso)-N-acylphosphatidylethanolamine lipase (Mus musculus), Q8VD66; 0.54% of 370,000 active;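 active means inhibition exceeding the mean over every tested compound plus 3 SD, cut at about 30% in these data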;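 further: 0% = plate median of compound wells and 100% = S159A mutant with DMSO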
Target sequence (Q8VD66 whole entry, looked up): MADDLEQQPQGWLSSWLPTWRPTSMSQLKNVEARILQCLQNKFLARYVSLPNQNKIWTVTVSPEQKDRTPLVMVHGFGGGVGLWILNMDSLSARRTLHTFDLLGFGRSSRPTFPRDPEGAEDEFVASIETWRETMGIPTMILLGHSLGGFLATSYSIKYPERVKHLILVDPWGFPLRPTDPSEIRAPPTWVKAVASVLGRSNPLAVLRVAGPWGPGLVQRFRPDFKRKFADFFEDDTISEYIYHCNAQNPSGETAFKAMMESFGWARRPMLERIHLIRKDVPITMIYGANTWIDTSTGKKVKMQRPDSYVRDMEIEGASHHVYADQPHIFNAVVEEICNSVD
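Test system: mouse ABHD4 enzyme, wild type. Reagent: FP-Rh fluorescent activity-based probe, added after compound pre-incubation. Timing: pre-incubation 45 min, probe exposure 60 min, at 25 °C. Technique: FP readout, ex 525 nm / em 598 nm. Benchmarks: high control S159A mutant with DMSO, low control median of compound wells.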
MBD2 DNA inh – inhibitors of MBD2 binding to methylated DNA, primary screen, biochemical, TR-FRET, DNA-binding domain, human; Methyl-CpG-binding domain protein 2 (Homo sapiens), Q9UBB5; MBD2 binding to methylated oligonucleotide; inhibition, % at 4.4 µM; 0.31% of 370,000 active; in the data active means inhibition above about 13%
Target sequence (Q9UBB5 whole entry, looked up, the tested form may be a part): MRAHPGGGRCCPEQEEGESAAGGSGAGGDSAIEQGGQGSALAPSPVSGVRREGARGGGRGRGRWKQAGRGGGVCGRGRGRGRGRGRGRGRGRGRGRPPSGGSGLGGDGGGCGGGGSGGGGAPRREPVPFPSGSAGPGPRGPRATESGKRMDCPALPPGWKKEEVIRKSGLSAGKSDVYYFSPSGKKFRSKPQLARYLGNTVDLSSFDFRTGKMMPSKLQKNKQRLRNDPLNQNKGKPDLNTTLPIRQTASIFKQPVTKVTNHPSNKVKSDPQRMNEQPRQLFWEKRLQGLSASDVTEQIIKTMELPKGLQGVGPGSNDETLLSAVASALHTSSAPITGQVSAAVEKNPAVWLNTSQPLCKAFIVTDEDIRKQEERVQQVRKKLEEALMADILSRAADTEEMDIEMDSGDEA
GC-B act – human GC-B receptor activators, primary screen, HEK293 GC-B cells, cGMP TR-FRET, EC30 CNP; activation, % at 10 µM; 0% at EC30 CNP, 100% saturating CNP; AID 1920062, 2024; 0.11% of 370,000 active; Atrial natriuretic peptide receptor 2 (Homo sapiens), P20594;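 active means activation at 10 µM reaching about 35% in either raw or pattern-adjusted values, limit read from the data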
UHRF1 MBD2 ctr – UHRF1 methylated DNA binding inhibitors, primary screen, counter-screen for MBD2 inhibitor project, biochemical, TR-FRET, human UHRF1, single concentration | E3 ubiquitin-protein ligase UHRF1 (Homo sapiens), Q96T88 | UHRF1 binding to methylated oligo | inhibition, % at 4.4 µM | 0.75% of 370,000 active | AID 687016, 2013; in the data active means inhibition above about 21%;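 further: UHRF1 SRA domain binding a hemimethylated CpG hairpin DNA probe; 0% = median of test compound wells and 100% = reference inhibitor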
TCR-CD3 inh – inhibitors of human TCR-CD3 interaction, primary screen, biochemical, fluorescence, TAMRA-labeled TCR probe; T-cell receptor (TCR); inhibition, % at 9.4 µM; 0.37% of 360,000 active; AID 651800, 2012; in the data active means inhibition above about 19%;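 further: recombinant mutant TCR 2C K166C tagged with TAMRA read by polarization; 0% = receptor in buffer alone and 100% = receptor with positive control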
SIAE primary – human SIAE inhibitors, primary screen, biochemical, fluorescence polarization, FP-Rh probe, 1536-well HTS; SIAE FP-Rh probe binding; AID 1053197, 2014; 0.69% of 370,000 active; Sialate O-acetylesterase (Homo sapiens), Q9HAT2; inhibition, % at 9.66 µM;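 active means inhibition above a cutoff: mean of compounds within the control limits plus 3 SD of those, cut at about 17% in these data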;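 further: 0% = plate median of compound wells and 100% = probe without SIAE protein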
HTRA1 inh – HTRA1 serine protease inhibitors, primary screen, biochemical, fluorescence polarization, HTS; AID 504803, 2011; inhibition, % at 5.96 µM; 0.5% of 340,000 active; Q92743; recombinant HTRA1, FP-rhodamine activity-based probe; in the data active means inhibition above about 36%;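 further: 0% = enzyme with DMSO and 100% = wells lacking enzyme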
PRMT1 inh – PRMT1 methyltransferase inhibitors, primary screen, biochemical, fluorescence polarization; Protein arginine N-methyltransferase 1 (Homo sapiens), Q99873; recombinant PRMT1, activity-based probe fluorescence polarization; inhibition, % at 2.79 µM; 1.3% of 370,000 active; AID 652257, 2013;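 active means inhibition above about 21% made by adding two undisclosed values, limit read from the data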
Numbers without * were called inactive; . = not tested or not shown. The list is partial, so the mix of outcomes need not match the whole.

SMILES	rCAG RNA binder	NPR1 activator	mABHD4 FP	MBD2 DNA inh	GC-B act	UHRF1 MBD2 ctr	TCR-CD3 inh	SIAE primary	HTRA1 inh	PRMT1 inh
CCN(CC)C(=O)COc1ccc2c(-c3ccc(OC)cc3)cc(=O)oc2c1	-1	11	7	-4	1	0	6	-7	0	2
O=C(NCc1ccc(F)cc1)C1CCN(S(=O)(=O)c2ccc(Cl)cc2)CC1	8	-6	0	-3	0	0	3	-3	4	2
O=C(Cn1cc([N+](=O)[O-])cn1)NCCc1nc2ccccc2[nH]1	5	2	3	-2	-1	7	1	-8	1	5
COc1ccc(Cl)c(-c2cc(C(=O)NCc3ccc(C(F)(F)F)cc3)[nH]n2)c1	3	-1	-18	-7	-2	-3	-9	-6	.	0
Cc1ccc(S(=O)(=O)N2CCOCC2)cc1C(=O)Nc1ccc(C(N)=O)cc1	2	0	0	2	-7	0	1	-8	-5	0
Cc1ccccc1CN1C[C@H]2CON(C)[C@H]2C[C@H]1c1cccc(Br)c1	1	-15	-13	-5	-5	2	-4	5	-14	-7
O=C(NC1CCN(Cc2ccccc2)CC1)C1CCN(S(=O)(=O)c2cccc3nsnc23)CC1	-2	-1	-3	2	-6	9	4	-2	0	-2
CCOC(=O)[C@H]1CCC[C@@H](NS(=O)(=O)c2ccc(NC(C)=O)cc2)C1	-1	-1	7	0	2	-2	-2	0	12	0
CC1CCN(C(=O)COc2ccccc2F)CC1	0	0	1	-1	1	-2	-5	-1	-6	-2
CCc1ccc(CN2CCC(n3nccc3NC(=O)c3ccccc3OC)CC2)o1	1	-5	-1	4	-8	-2	-2	-7	1	-2
CN(C)S(=O)(=O)c1cccc(NC(=O)c2cccc(NS(=O)(=O)c3ccccc3)c2)c1	21	-5	-25	1	4	-1	9	-28	-2	-4
O=C(C[C@H]1C[C@H]2c3cc(NC(=O)CC4CC4)ccc3O[C@H]2[C@H](CO)O1)NCc1ccccc1F	2	1	7	5	6	2	4	-1	3	0
CCN(CC)C(=O)c1sc(NC(=O)c2ccncc2)c(C(=O)OC)c1C	0	1	-11	-2	-3	-3	-1	0	4	2
O=C(Nc1cccnc1Cl)c1cc(-c2ccc(O)cc2)on1	2	0	3	2	-2	-3	2	-23	-7	-1
CCC(C(=O)Nc1c[nH]c(=O)[nH]c1=O)c1ccccc1 (stereo unspecified)	-1	-1	-6	-1	-1	-1	7	-7	5	-1
Cc1c(NC(=O)c2cccc(NC(=O)Cc3c(F)cccc3Cl)c2)c(=O)n(-c2ccccc2)n1C	4	0	5	-1	0	0	1	7	-12	2
Cn1c(=O)c2cc(NC(=O)NCc3ccccc3)ccc2n1Cc1cccc(C(F)(F)F)c1	4	4	-7	-8	0	2	-4	0	.	0
O=C(c1cc([N+](=O)[O-])ccc1Cl)N1CCN(c2ccc(F)cc2)CC1	-2	0	-6	4	1	-2	5	7	3	-3
CC1(C)Cc2c(cnn2-c2cccc(F)c2)C(NC(=O)CCN2CCCC2=O)C1 (stereo unspecified)	-8	-1	1	-1	0	0	-6	-3	-3	-2
O=C(c1ccc(Cn2c(=O)[nH]c3ccccc3c2=O)cc1)N1CCN(c2ccc(Cl)cc2)CC1	0	-8	-7	-3	-4	-3	5	-15	-29	2

The last two records of the part before open the next one.
SMILES	rCAG RNA binder	NPR1 activator	mABHD4 FP	MBD2 DNA inh	GC-B act	UHRF1 MBD2 ctr	TCR-CD3 inh	SIAE primary	HTRA1 inh	PRMT1 inh
CC1(C)Cc2c(cnn2-c2cccc(F)c2)C(NC(=O)CCN2CCCC2=O)C1 (stereo unspecified)	-8	-1	1	-1	0	0	-6	-3	-3	-2
O=C(c1ccc(Cn2c(=O)[nH]c3ccccc3c2=O)cc1)N1CCN(c2ccc(Cl)cc2)CC1	0	-8	-7	-3	-4	-3	5	-15	-29	2
O=C(Nc1cccc(Br)c1)c1ccc(CN2CCc3ccccc3C2)cc1	5	1	-48	6	-2	4	-7	-51	-56	5
COc1cc(-c2nnc(-c3ccncc3)o2)ccc1OCc1ccccc1	-1	11	-2	5	3	3	2	-1	-7	-2
O=C(CC(=O)N/N=C\c1ccccc1[N+](=O)[O-])NCCc1ccccc1	4	0	4	3	-3	-1	-1	-1	-5	3
C[C@H](CO)N1C[C@H](C)[C@H](CN(C)C(=O)c2ccc3ccn(C)c3c2)OCc2cnnn2CCCC1=O	0	0	-3	3	-1	-2	3	4	2	-3
CN(Cc1ccccc1)c1ccc(C(CC(N)=O)NC(=O)c2ccccc2)cc1[N+](=O)[O-] (stereo unspecified)	5	-3	-7	-2	1	1	4	2	-5	0
O=C(/C=C/c1ccccc1O)c1ccccc1	0	3	0	-3	-2	0	0	2	-3	0
Cc1ccsc1C(=O)OCC(=O)N1CCN(C(=O)c2ccco2)CC1	4	4	-4	-2	-7	0	-8	5	2	-3
O=C(c1cccc2ccccc12)N1CCCCC1	-3	-3	3	-1	2	0	-1	-8	5	-8
CCc1ccc(N2C(=O)C3ON(c4ccccc4)C(c4ccco4)C3C2=O)cc1 (stereo unspecified)	-5	-1	-6	4	-3	1	0	8	-7	8
CC1CC(C)CN(S(=O)(=O)c2cc3c4c(c2)CCN4C(=O)CC3)C1 (stereo unspecified)	2	-3	5	1	1	-2	3	3	-3	1
Cc1cc2ncc(-c3cccs3)nc2cc1C	1	-4	-4	-2	-3	-2	-2	4	-11	-1
O=C(Nc1cccc(S(=O)(=O)N2CCCC2)c1)c1cncc(Br)c1	3	-2	2	1	0	0	-3	-8	-4	3
CC(=O)c1ccc(NC(=O)CCc2c(C)nc3ncnn3c2C)cc1	2	8	3	2	6	0	3	5	-3	-2
Cc1cccc(NC(=O)c2ccc(S(=O)(=O)N3CCCCCC3)cc2)n1	-8	6	2	3	-1	-3	3	-1	-9	-2
Oc1ccc(-n2cccc2/C=N/n2cnnc2)cc1	-3	0	-6	2	2	-4	-2	10	1	-1
O=C1c2[nH]nc(-c3ccccc3O)c2C(c2ccccc2)N1Cc1ccco1 (stereo unspecified)	8	.	-29	7	.	4	-7	-6	-23	6
COc1ccc(-c2csc(NC(=O)c3ccccc3S(C)(=O)=O)n2)cc1	5	12	-5	-5	6	-2	6	-1	-3	0
CCN(C(=O)Cn1c(=O)n(Cc2ccccc2)c(=O)c2ccccc21)c1cccc(C)c1	-8	1	-4	5	-9	-2	5	-4	-23	-1
O=S(=O)(NCc1ccccc1)c1ccc(S(=O)(=O)NCC2CCCO2)cc1 (stereo unspecified)	-1	2	6	11	-4	0	2	-4	-7	2
COC(=O)N1C(=O)[C@](c2ccccc2)(C(C)C)N1C(=O)OC	28	-2	1	-1	8	-1	7	5	-2	0
COC(=O)C1OC2(OC1C(=O)OC)c1ccccc1-c1ccccc12 (stereo unspecified)	-2	-4	4	-2	-10	1	7	-3	7	0
CCN(CC)C(=O)Cn1c(=O)c2ccccc2n2c(=S)sc(-c3cccc(C)c3)c12	-2	1	-3	-2	0	2	7	0	4	1
CC(=O)c1ccc(Nc2nc(C(N)Cc3ccc(Cl)cc3)cs2)cc1 (stereo unspecified)	11	-10	10	-4	-11	1	-10	3	.	2
CC(=O)CSc1nsc(SCC(C)=O)c1C#N	35*	-2	14	-6	8	-12	0	2	4	19
CCOC(=O)/C(C#N)=C\c1ccc(OCC(=O)Nc2ccc(C)cc2C)c(OC)c1	0	47*	4	3	2	1	-1	-2	2	0
COc1ccccc1C(=O)COC(=O)c1cc(S(=O)(=O)N2CCCCC2)ccc1N1CCOCC1	0	-3	-9	0	1	2	0	-1	6	2
Cc1ccc(C(=O)N(CC(C)C)c2nc3ccccc3s2)o1	-2	-15	-2	-2	0	-6	4	6	-33	2
O=C(O)C1C2C=CC(C2)C1C(=O)Nc1cccc(C(F)(F)F)c1 (stereo unspecified)	0	2	-10	-5	1	1	0	1	2	-3
CSc1ccc(C2=CC(=O)C[C@H](c3ccc4c(c3)OCO4)C2)cc1	-1	8	0	3	2	-2	5	-2	-5	-1
CC1(c2cccc(Br)c2)NC(=O)N(CC(=O)Nc2cccnc2Cl)C1=O (stereo unspecified)	2	2	-5	0	1	7	-3	-6	2	-2
Cc1cc(C)cc(OCC(=O)NC2=NCCS2)c1	-1	1	-4	1	3	2	-1	3	2	-2
CCCNC(=S)N(Cc1cc2cc(C)ccc2n2nnnc12)CC(C)(C)CN(C)C	-1	-5	0	-1	2	2	0	2	4	1
COCCn1c(=O)[nH]c2cc(C(=O)NCCN3CCN(c4cccc(Cl)c4)CC3)ccc2c1=O	-8	0	4	-2	-5	0	10	-1	-5	0
Clc1c(CSc2nc3ccccc3o2)nc2ccccn12	-6	1	-10	3	-9	1	1	2	-8	2
Cc1ccc(C(=O)N(C)c2nnc(-c3ccncc3)s2)cc1	-1	-7	-1	-6	-1	-2	5	0	5	2
CCn1c(SCC(=O)Nc2cc(NC(C)=O)ccc2OC)nnc1-c1ccccn1	-2	-4	-1	3	-2	1	-1	-1	-2	0
CCOc1ccccc1Nc1nnc(SC(C)C(=O)Nc2nc(-c3ccccc3)cs2)s1 (stereo unspecified)	6	5	-9	2	0	1	-7	-5	-3	2
O=C(O)C1CCCC[C@H]1C(=O)Nc1ncc([N+](=O)[O-])s1 (stereo partly specified)	1	-1	3	3	3	-1	6	4	1	1
CCCN(CC(=O)Nc1ccccc1C)C(=O)C1CCN(S(=O)(=O)c2ccc3c(c2)OCCO3)CC1	4	-4	4	-4	2	1	3	-2	-6	3
CCNC(=O)c1nc[nH]c1C(=O)NCC	-1	-1	-3	1	4	1	-6	0	2	1
C[C@H](CO)N1C[C@H](C)[C@@H](CN(C)C)Oc2c(NS(=O)(=O)c3cn(C)cn3)cccc2C1=O	2	1	5	2	1	1	-1	0	4	-1
Cc1c(C(=O)NCc2ccc(Cl)c(Cl)c2)sc(=O)n1Cc1ccc(S(C)(=O)=O)cc1	5	-23	-10	6	-16	-2	5	-11	.	-3
CCOC(=O)c1ccc(NC(=O)c2cccc(S(=O)(=O)N3CCN(C(C)=O)CC3)c2)cc1	6	2	-4	3	0	-4	-3	-1	0	0
Nn1c(SCC(=O)Nc2cccc(F)c2)nnc1C1CCCCC1	-5	2	3	0	0	2	-2	-6	0	-2
CCC1(c2ccc(F)cc2)NC(=O)N(CC(=O)N2CC(=O)Nc3ccccc32)C1=O (stereo unspecified)	-4	2	6	2	2	-1	7	0	-9	1
N#CC(C(=O)C1CCCCC1)c1nc2ccccc2[nH]1 (stereo unspecified)	0	1	9	2	0	1	-7	-2	6	-1
O=C(Nc1cccc(Cl)c1N1CCCCC1)c1ccc2c(c1)OCCO2	1	-1	-1	9	0	0	0	-6	0	0
COc1cc(Br)cc2cc(C(=O)N3CCN(c4ccccn4)CC3)c(=O)oc12	-4	2	4	0	-1	0	7	-3	1	0
